From PubChem BioAssay
Calpain2 inh: blocks pig calpain II enzyme activity; purified calpain II, fluorogenic peptide substrate, 30 min; inhibition, % at 16 µM; 0.37% of 220,000 active;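 active means inhibition above about 50%, limit read from the data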
PERK inh: blocks human PERK kinase. 0.17% of 220,000 active. inhibition, % at 5.6 µM. CHO PERK-DD fusion, SEAP luminescence translation reporter. Q9NZJ5;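 active means inhibition above the mean inhibition of all tested compounds plus 3 SD, set separately per screening campaign, cut at about 2.9% in these data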;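 further: PERK kinase domain activated by AP20187 dimerizer at 100 nM; 0% = DMSO with dimerizer and 100% = rapamycin at 8.4 µM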
EP2 mod: modulates human prostaglandin E2 receptor EP2 signaling | P43116 | EP2-expressing cells, cAMP HTRF FRET, PGE2 co-stimulation | induction, % at 25 µM | 0.83% of 260,000 active;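 active means compounds whose cAMP rise, as percent of the full-agonist control response, exceeds 60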;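 further: rat C6 glioma line stably carrying human EP2 under a CMV promoter; the protocol text gives 20 µM as final concentration; 100% = response of wells given 1 µM PGE2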
zfTRPN1 agonist: zebrafish TRPN1 (NompC) channel agonism; HEK293 zebrafish TRPN1-YFP, Fluo-8 calcium fluorescence; 100% = response to 87 µM carbachol; activation, % at 3 µM; 0.18% of 220,000 active;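 active means activation above its plate's cutoff, the mean activation of test wells on that plate plus 3 SD, cut at about 19% in these data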;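 further: 0% = DMSO alone and 100% = 87 µM carbachol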
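System: zebrafish TRPN1-YFP in HEK293 cells / Dosing: 3 µM single point / Timing: dye loading 1 h at 37 °C, then 30 min room temperature / Signal: Fluo-8 calcium fluorescence, excitation 470-495 nm, emission 515-575 nm / Read-out basis: percent activation from peak over basal fluorescence ratio, control-normalized / Control set: high carbachol 87 µM, low DMSO alone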
TRPML3 ag: human mucolipin-3 channel agonism | Q8TDD5 | HEK293 TRPML3-YFP, Fluo-8 calcium fluorescence; 100% = the carbachol control signal | activation, % at 3 µM | 0.29% of 220,000 active;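 active means activation above its plate's cutoff, the mean activation of the plate's test wells plus 3 SD, cut at about 12% in these data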;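 further: 0% = DMSO only wells and 100% = carbachol wells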
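Test system – HEK293 line with stable expression of human TRPML3-YFP channel · Control set – carbachol 87 µM final as high control (100%), DMSO as low control (0%) · Signal – Fluo-8 calcium dye fluorescence, ex 470-495, em 515-575 nm · Incubation – 1-h 37 °C dye load, 5-s basal, 120-s post-compound reads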
BaF3 parental: reduces parental Ba/F3 cell viability, JAK2V617F counter-screen; CellTiter-Glo ATP luminescence; inhibition, % at 5.6 µM; 1.1% of 220,000 active; AID 1486;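 active means inhibition above a per-campaign cutoff, the mean inhibition of all tested compounds plus 3 SD, cut at about 27% in these data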;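 further: 0% = DMSO wells and 100% = JAK Inhibitor I control wells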
S1P4 agonist: agonists of human S1P4 receptor; O95977; S1P4-expressing cell line, agonist reporter assay; activation, % at 4.98 µM; 0.35% of 220,000 active; AID 1509; in the data active means activation above about 11%;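 further: 0% = DMSO vehicle and 100% = reference agonist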
Target sequence (O95977 whole entry, looked up): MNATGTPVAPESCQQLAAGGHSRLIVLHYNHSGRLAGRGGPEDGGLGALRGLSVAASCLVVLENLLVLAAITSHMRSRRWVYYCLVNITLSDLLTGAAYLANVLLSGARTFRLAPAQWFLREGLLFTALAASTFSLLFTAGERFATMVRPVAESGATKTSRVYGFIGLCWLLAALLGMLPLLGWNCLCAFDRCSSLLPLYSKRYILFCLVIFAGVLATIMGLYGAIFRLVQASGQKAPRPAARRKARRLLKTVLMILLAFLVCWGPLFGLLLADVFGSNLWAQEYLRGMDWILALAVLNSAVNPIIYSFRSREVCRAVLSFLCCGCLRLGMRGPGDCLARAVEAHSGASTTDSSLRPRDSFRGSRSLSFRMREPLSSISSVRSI
Ba/F3 V617F tox: reduce viability of Ba/F3 cells dependent on JAK2V617F; 1.1% of 220,000 active; inhibition, % at 5.6 µM; Ba/F3 EpoR-JAK2V617F viability, ATP luminescence; AID 1446;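 active means inhibition above the campaign mean plus 3 SD over all tested compounds, cut at about 24% in these data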;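 further: cytokine-independent growth of Ba/F3 cells driven by EpoR plus mutant JAK2; 0% = DMSO-treated cells and 100% = JAK inhibitor I control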
S1P4 antag: antagonists of human S1P4 receptor | inhibition, % at 4.98 µM | 0.26% of 220,000 active | AID 1510 | O95977 | S1P4-expressing cells, antagonist mode, reporter read-out; in the data active means inhibition above about 29%;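 further: 0% = wells stimulated with agonist and 100% = vehicle wells without agonist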
* = called active by the depositor; & = joins results of further samples. This is a random part of the collection; any-hit rate near 3.6%.

SMILES	Calpain2 inh	PERK inh	EP2 mod	zfTRPN1 agonist	TRPML3 ag	BaF3 parental	S1P4 agonist	Ba/F3 V617F tox	S1P4 antag
c1coc(CN(Cc2cccs2)Cc2nnnn2C2CCCCC2)c1	23	0.4	33	-2.3	-0.7	-1	0.1	-2	-15
O=C1C=C(N(CCO)Cc2ccccc2)c2ccccc2C1=O	34	0.0	-103	1.9	0.5	7	-1.6	3	-4
O=C(NCCc1ccccc1)C(=O)NCc1ccncc1	-7	0.8	19	0.5	0.8	4	1.7	-3	-18
C/[N+]([O-])=C\c1ccc([N+](=O)[O-])o1	-27	0.2	-6	1.3	1.3	5	1.5	0	-16
CC(=O)N1CCN(Cc2nc3cc(NC(=O)c4ccccc4)ccc3n2C)CC1	-32	0.7	21	-0.1	1.3	3	-0.1	-1	-6
O=C(/C=C/c1ccc2c(c1)OCO2)NCCSCc1cccc(Cl)c1	-18	0.0	-43	-2.4	-1.4	7	-1.4	7	7
O=C(CCN1CCCCC1)Nc1cccc(Cl)c1	-1	-0.1	9	-1.4	0.3	0	-2.3	-2	11
Cc1nc(NC(=O)c2ccccc2)sc1-c1csc(Nc2ccc(C(=O)O)cc2)n1	-25	1.0	-8	1.5	0.4	0	0.6	-2	-15
Cc1cc(NC(=O)C2CC2)n(-c2nc3ccccc3s2)n1	-3	-0.6	-19	-0.9	-0.3	3	-3.1	-3	8
COc1ccccc1NC(=O)CN1C(=O)NC(C)(C)C1=O	-20	0.9	21	0.5	0.1	4	2.8	-1	10
COC(=O)c1c(NC(=O)c2ccc(OC(C)C)cc2)sc2c1CC(C)(C)NC2(C)C	-133	1.0	-26	-0.7	-0.1	1	-0.7	-5	-8
CC(C)CCC(C(=O)O)C(C)CC(=O)Nc1ccn(-c2ccccc2)n1 (centres undefined)	-8	1.3	12	-0.3	1.1	-3	0.3	-5	-5
Cc1cc(C(=O)OCC(=O)Nc2cccc(S(=O)(=O)N(C)C)c2)c(C)o1	-10	-1.1	18	1.4	-0.1	-2	1.1	-2	-5
C=CCC(C(=O)OC)(C(=O)OC)c1ccc([N+](=O)[O-])cn1	-7	0.9	24	0.6	-0.1	10	-1.1	2	-6
O=c1cc(O)nc(SC23CC4CC(CC(C4)C2)C3)[nH]1	-17	-0.2	35	0.0	1.0	-1	-1.3	-2	7
O=S(=O)(c1cccc(-c2nc3n(n2)Cc2ccccc2-3)c1)N1CCCC1	19	0.3	-9	1.9	0.6	3	-1.2	-1	-2
O=C(NCC1COc2ccccc2O1)Nc1ccccc1F (centres undefined)	3	0.6	-12	0.1	0.2	5	0.4	4	-17
COC(=O)c1scc(C)c1N/N=C(\C)c1cc(F)c(Cl)cc1F	-73	0.4	-4	1.0	0.7	8	1.7	1	-2
Cc1ccsc1/C=C1/SC(N2CC(C)OC(C)C2)=NC1=O (centres undefined)	13	-1.0	-7	-1.9	0.5	4	0.6	0	-20
Cc1cccc2nc(=S)n(C(=O)c3ccco3)n12	-33	0.3	10	1.8	0.6	0	-1.6	0	3
Cc1cccnc1NC1OC(=O)c2ccccc21 (centres undefined)	8	1.9	9	-0.4	1.3	1	-0.7	-2	-5
O=C(CN1C(=O)c2ccccc2S1(=O)=O)NCc1ccc2c(c1)OCO2	11	0.1	-24&-26	-0.1	0.4	4	-1.8	-2	-4
Cc1cc(C)c(NC(=O)CCn2nnc3ccccc32)c(C)c1	-24	0.2	3	0.3	0.5	2	1.6	-3	6
CCOCCCn1c(=N)c(C(=O)NCc2ccc3c(c2)OCO3)cc2c(=O)n3ccccc3nc21	-85	-1.7	3	0.1	-0.5	2	3.1	5	-10
CC(Sc1nnc(Cc2ccc([N+](=O)[O-])cc2)o1)C(N)=O (centres undefined)	23	2.1	15	1.9	0.1	5	0.0	-1	-18

Compound profiles, from the list above:
`c1coc(CN(Cc2cccs2)Cc2nnnn2C2CCCCC2)c1` across the screens: Calpain2 inh: 23; PERK inh: 0.4; EP2 mod: 33; zfTRPN1 agonist: -2.3; TRPML3 ag: -0.7; BaF3 parental: -1; S1P4 agonist: 0.1; Ba/F3 V617F tox: -2; S1P4 antag: -15
`COC(=O)c1scc(C)c1N/N=C(\C)c1cc(F)c(Cl)cc1F` across the screens: Calpain2 inh: -73; PERK inh: 0.4; EP2 mod: -4; zfTRPN1 agonist: 1.0; TRPML3 ag: 0.7; BaF3 parental: 8; S1P4 agonist: 1.7; Ba/F3 V617F tox: 1; S1P4 antag: -2
`CC(=O)N1CCN(Cc2nc3cc(NC(=O)c4ccccc4)ccc3n2C)CC1` across the screens: Calpain2 inh: -32; PERK inh: 0.7; EP2 mod: 21; zfTRPN1 agonist: -0.1; TRPML3 ag: 1.3; BaF3 parental: 3; S1P4 agonist: -0.1; Ba/F3 V617F tox: -1; S1P4 antag: -6

Taken from above for reference:
SMILES	Calpain2 inh	PERK inh	EP2 mod	zfTRPN1 agonist	TRPML3 ag	BaF3 parental	S1P4 agonist	Ba/F3 V617F tox	S1P4 antag
c1coc(CN(Cc2cccs2)Cc2nnnn2C2CCCCC2)c1	23	0.4	33	-2.3	-0.7	-1	0.1	-2	-15
O=C1C=C(N(CCO)Cc2ccccc2)c2ccccc2C1=O	34	0.0	-103	1.9	0.5	7	-1.6	3	-4
O=C(NCCc1ccccc1)C(=O)NCc1ccncc1	-7	0.8	19	0.5	0.8	4	1.7	-3	-18
C/[N+]([O-])=C\c1ccc([N+](=O)[O-])o1	-27	0.2	-6	1.3	1.3	5	1.5	0	-16
CC(=O)N1CCN(Cc2nc3cc(NC(=O)c4ccccc4)ccc3n2C)CC1	-32	0.7	21	-0.1	1.3	3	-0.1	-1	-6
